TcdB GH inh – TcdB glycohydrolase inhibitors, primary screen, biochemical, single point, plate reader; Toxin B (Clostridioides difficile), P18177; TcdB glycohydrolase enzymatic assay; inhibition, % at 9.99 µM; 0.24% of 350,000 active; AID 652162, 2013; in the data active = inhibition above about 10%
MazEF act – activators of E. coli MazEF toxin-antitoxin RNase, primary screen, biochemical, fluorescence, uHTS | Endoribonuclease toxin MazF (Escherichia coli (strain K12)), P0AE70 | 0.32% of 350,000 active | AID 504720, 2011 | activation, % at 20 µM | FAM/BHQ RNA-DNA oligo cleavage fluorescence, 5 h; in the data active = activation above about 50%
Target sequence (P0AE70 whole entry, looked up): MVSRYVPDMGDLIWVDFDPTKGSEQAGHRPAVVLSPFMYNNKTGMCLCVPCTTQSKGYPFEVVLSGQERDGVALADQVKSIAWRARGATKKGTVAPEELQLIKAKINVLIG
PrPC surface inh – inhibitors of human cell surface prion protein PrPC, primary screen, cell-based, TR-FRET | 0.43% of 370,000 active | AID 720596, 2013 | TR-FRET read-out | Major prion protein (Homo sapiens), P04156 | inhibition, % at 13.8 µM; in the data active = inhibition above about 24%; also: 0% = median of the test wells and 100% = reference compound wells
Yp Topo-I inh – Yersinia pestis topoisomerase I inhibitors, primary screen, biochemical, cleavage product accumulation, plate reader, single point; DNA topoisomerase I (Yersinia pestis CO92); Y. pestis Topo-I cleavage product accumulation; activity, % at 10 µM; 0.064% of 360,000 active; in the data active = activity above about 50%, passing the limit was not always enough; also: inactives centre near 2
Vc quorum ag – inducers of Vibrio cholerae quorum light production without autoinducers, primary screen, BH1578 luxS cqsA deficient, single point; V. cholerae BH1578 lux reporter, luminescence, 6 h; activation, % at 18.7 µM; 0.16% of 350,000 active; AID 588436, 2011; in the data active = activation mostly above about 9.7%, no sharp cut-off; also: not every result past the cut was called active; inactives centre near 0; reference of the scale not given here
CCHF vOTU inh – CCHFV vOTU protease inhibitors, primary screen, biochemical, Pep-AMC substrate, fluorescence; inhibition, % at 11.5 µM; 0.55% of 370,000 active; AID 651958, 2012; Crimean-Congo hemorrhagic fever virus L polyprotein viral ovarian tumor (vOTU) protease …; in the data active = inhibition above about 30%; also: 0% = vehicle wells with enzyme and 100% = no enzyme wells
SARS 3CLpro inh – SARS-CoV 3CLpro protease inhibitors, primary screen, biochemical, quenched FRET; recombinant SARS-CoV 3CLpro, quenched FRET peptide cleavage; inhibition, % at 6 µM; 0.14% of 290,000 active; in the data active = inhibition above about 12%
Rv3671c inh – Rv3671c serine protease inhibitors, primary screen, biochemical, fluorescence polarization, M. tuberculosis H37Rv; 0.048% of 320,000 active; P9WHR9; inhibition, % at 5.96 µM; in the data active = inhibition above about 38%;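 also: extracellular domain of Rv3671c used as enzyme; 0% = enzyme with DMSO and 100% = no enzyme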
Target sequence (P9WHR9 whole entry, looked up, the tested form may be a part): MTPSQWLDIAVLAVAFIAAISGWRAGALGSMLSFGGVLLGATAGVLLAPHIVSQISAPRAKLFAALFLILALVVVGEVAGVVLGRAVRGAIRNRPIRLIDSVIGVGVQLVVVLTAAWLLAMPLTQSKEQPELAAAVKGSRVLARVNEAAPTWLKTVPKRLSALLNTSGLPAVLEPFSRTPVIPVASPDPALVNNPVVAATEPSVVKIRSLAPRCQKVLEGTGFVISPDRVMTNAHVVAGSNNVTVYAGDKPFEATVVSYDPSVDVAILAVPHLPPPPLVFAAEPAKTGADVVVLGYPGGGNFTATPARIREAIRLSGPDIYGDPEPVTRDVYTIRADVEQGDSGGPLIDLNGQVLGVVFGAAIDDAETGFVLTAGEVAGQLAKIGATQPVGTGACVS
VHR inh abs – VHR1 phosphatase inhibitors, primary screen, biochemical, absorbance, uHTS; Dual specificity protein phosphatase 3 (Homo sapiens), P51452; recombinant VHR phosphatase, pNPP absorbance; inhibition, % at 13.3 µM; 0.52% of 290,000 active; AID 1654, 2009; in the data active = inhibition above about 50%; also: some compounds called inactive have numbers as strong as hits
Target sequence (P51452 whole entry, looked up): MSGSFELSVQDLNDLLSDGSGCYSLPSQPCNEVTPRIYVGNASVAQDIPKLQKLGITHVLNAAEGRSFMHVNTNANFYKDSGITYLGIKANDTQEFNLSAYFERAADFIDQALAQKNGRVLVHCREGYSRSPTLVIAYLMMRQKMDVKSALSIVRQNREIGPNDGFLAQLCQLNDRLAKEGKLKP
SSB-PriA inh – inhibitors of Klebsiella pneumoniae PriA binding to SSB C-terminal tail, primary screen, biochemical, AlphaScreen; 0.6% of 430,000 active; AlphaScreen SSBct-PriA binding, biotinylated peptide; PriA–SSB C-terminal tail interaction (Klebsiella pneumoniae); inhibition, % at 33 µM; in the data active = inhibition mostly above about 37%, no sharp cut-off; inactive = mostly below about 20%;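 also: plate controls were negative control peptide for no effect and reference peptide for full effect; strong numbers were not always called active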
Starred values were filed as active, the others as inactive; i = inactive; . = not tested or not shown; & = joins results of further samples. A portion of the library; rates above refer to the full screens.

1) CCC(C)(c1ccc(C(=O)OC)s1)c1ccc(C(=O)OC)s1
2) COC(=O)Nc1ccc(S(=O)(=O)N(C)CC(F)(F)C(F)F)cc1
3) Cc1ccn2cc(CNS(=O)(=O)c3ccc(Cl)s3)nc2c1
4) O=C(Cc1csc(Nc2nc(=S)[nH]c3ccccc23)n1)NCc1ccccc1Cl
5) CCOCCOC(=O)c1ccc(NC(=O)c2cc(OC)c(OC)c(OC)c2Br)cc1
6) CCCNC(=O)N(C)C[C@@H]1Oc2ncc(Br)cc2C(=O)N([C@H](C)CO)C[C@@H]1C

Assay by compound | 1 | 2 | 3 | 4 | 5 | 6
SSB-PriA inh | -21.2 | 0.8&-8.0&-3.0 | 6.1 | -8.8 | -9.2 | .
VHR inh abs | -0.4 | 16.9 | 45.9 | 1.8 | 12.6 | .
Vc quorum ag | -0.3 | i | -0.9 | i | -0.3 | -2.4
TcdB GH inh | . | . | 0.2 | . | 0.4 | -0.7&-0.1&-0.3
Yp Topo-I inh | 3.3 | 1.3 | 4.5 | 11.0 | 11.9 | -3.4
CCHF vOTU inh | 10.1 | -3.9 | -3.2 | 13.0 | 2.7 | -7.3
SARS 3CLpro inh | 2.7 | -2.0 | -1.2 | 4.7 | -1.6 | .
MazEF act | -8.5 | 9.2 | -9.9 | -17.2 | 4.9 | 7.4
PrPC surface inh | 1.2 | -0.4 | -5.0 | -7.6 | -0.2 | -4.1
Rv3671c inh | -5.3 | -0.3 | 5.3 | 1.0 | -5.6 | .

7) CCOc1ccc(C(C)=O)cc1CN1C(=O)NC2(CCCCC2C)C1=O (stereo unspecified)
8) O=C(CSc1ncccn1)Nc1cccc2ccccc12
9) CCC(C(=O)N1CCOCC1)n1c(C(=O)OC)cc2occc21 (stereo unspecified)
10) O=C(COC(=O)CCCOc1ccccc1)NNC(=O)c1ccc([N+](=O)[O-])cc1
11) CCC(C)(C)NC(=O)/C=C/c1ccc(OC)c(S(=O)(=O)N2CCOCC2)c1
12) CC1CCCC(NC(=O)COC(=O)c2ccc(S(=O)(=O)N3CCOCC3)cc2)C1C (stereo unspecified)

Assay by compound | 7 | 8 | 9 | 10 | 11 | 12
SSB-PriA inh | -3.7 | 8.1 | -3.3 | -6.9 | -10.9 | -2.6
VHR inh abs | 8.4 | -7.5 | 21.3 | 7.4 | -9.9 | 14.0
Vc quorum ag | -1.6 | -0.3 | -0.4 | -1.6 | i | -0.3
TcdB GH inh | . | 0.9 | -5.7 | -0.7 | 1.0 | 0.0
Yp Topo-I inh | 11.5 | 2.2 | -2.9 | -5.8 | 7.3 | -5.8
CCHF vOTU inh | 22.7 | 9.5 | 13.4 | 12.0 | 2.0 | 5.3
SARS 3CLpro inh | -1.0 | -2.8 | 5.4 | 1.9 | -6.0 | -1.8
MazEF act | 0.8 | 2.1 | 0.7 | -2.2 | 11.2 | 3.7
PrPC surface inh | -5.3 | -0.1 | 1.9 | -26.1 | -0.8 | -1.6
Rv3671c inh | 5.4 | -0.5 | 9.5 | -2.7 | 1.4 | -3.5

13) Cc1ccc(S(=O)(=O)N2CCOCC2)cc1NC(=O)COC(=O)c1cncc(Br)c1
14) O=C(O)C1Cc2ccccc2CN1C(=O)c1ccccc1Cl (stereo unspecified)
15) COc1cc(-c2noc(-c3ccco3)n2)cc(OC)c1OC
16) Cc1ccc(C(=O)CSc2nnc(N)s2)c(C)c1
17) CCC1Oc2ccc(C)cc2N(CC(=O)NCC2CCCO2)C1=O (stereo unspecified)
18) COc1ccc2cc(C(=O)NCc3ccccc3)[nH]c2c1

Assay by compound | 13 | 14 | 15 | 16 | 17 | 18
SSB-PriA inh | -7.8 | -1.7 | 18.6 | 2.0 | 0.3 | 4.9
VHR inh abs | . | 0.1 | 1.5 | -6.0 | -4.2 | -3.8
Vc quorum ag | 0.4 | i | -4.6 | -0.4 | -0.2 | -0.3
TcdB GH inh | 1.5 | . | . | -1.0 | 0.7 | 0.4
Yp Topo-I inh | 3.1 | 1.1 | -3.0 | 3.0 | 2.4 | -2.2
CCHF vOTU inh | -0.4 | 3.8 | 19.1 | -1.4 | -4.7 | 0.2
SARS 3CLpro inh | . | -4.7 | 1.7 | 0.4 | -1.1 | 1.8
MazEF act | -0.2 | -3.8 | -1.3 | 7.8 | 5.9 | -0.4
PrPC surface inh | -5.0 | 4.5 | -7.5 | 6.9 | 5.7 | 11.6
Rv3671c inh | 5.9 | 2.9 | -5.2 | 4.8 | 8.5 | .

19) COc1ccc(CC2(CO)CCN(Cc3cnn(-c4ccc(F)cc4)c3)CC2)cc1
20) CC1CCCN(C(=O)CSc2nc3ncccc3[nH]2)C1 (stereo unspecified)
21) COc1ccc(OC)c(CN2CCN(C(=O)CNC(=O)c3ccc(C(C)(C)C)cc3)CC2)c1
22) COc1ccccc1-n1cnc2cc(NS(=O)(=O)c3ccc(Br)cc3)ccc21
23) COc1ccc(CCNC(=O)C(=O)NCC2OCCN2S(=O)(=O)c2ccccc2)cc1OC (stereo unspecified)
24) COc1ccc(/C=C/C(=O)c2ccccc2)cc1COc1ccccc1F

Assay by compound | 19 | 20 | 21 | 22 | 23 | 24
SSB-PriA inh | -1.1 | 0.2 | 5.9 | 41.4* | 3.6 | -18.5
VHR inh abs | 11.1 | -18.3 | . | 24.3 | 13.4 | 40.7
Vc quorum ag | i | -0.7 | -0.6 | -0.3 | -0.4 | i
TcdB GH inh | 0.2 | -0.7 | 0.2 | 1.2 | -0.7 | .
Yp Topo-I inh | 1.2 | 1.8 | 7.2 | 15.4 | 3.3 | 7.7
CCHF vOTU inh | -10.6 | 10.1 | 20.9 | 8.3 | 1.2 | 6.6
SARS 3CLpro inh | -3.8 | 1.7 | . | 2.5 | -2.8 | 2.6
MazEF act | 7.8 | 3.0 | 4.0 | -1.5 | 0.1 | -6.8
PrPC surface inh | -6.0 | 0.0 | -4.8 | 9.1 | -5.0 | 2.1
Rv3671c inh | -3.3 | -3.7 | -2.0 | -24.1 | 7.9 | -7.2

25) Cc1cccc(NC(=S)N2CCC(N(C)CC3CCCO3)CC2)c1C (stereo unspecified)
26) O=C1C(C=NCc2ccncc2)=C(O)c2ccccc21
27) CCC(C)NC(=O)C1CCN(CCCc2ccccc2)CC1 (stereo unspecified)
28) COc1ccccc1OCCC(=O)OCC(=O)NCc1ccc(F)cc1
29) COc1ccc(C(=O)N2CCN(C(=O)c3ccco3)CC2)cc1
30) N#Cc1ccc(OCCN2C(=O)NC3(CCSC3)C2=O)cc1 (stereo unspecified)

Assay by compound | 25 | 26 | 27 | 28 | 29 | 30
SSB-PriA inh | -17.1 | -3.3 | -7.8 | -5.8 | -8.6 | 3.4
VHR inh abs | 32.7 | 2.4 | 8.8 | . | 4.9 | 10.0
Vc quorum ag | -6.2 | i | i | -0.5 | i | -0.6
TcdB GH inh | . | . | -7.1 | 1.2 | . | .
Yp Topo-I inh | 1.0 | -4.1 | 3.7 | 4.3 | 2.4 | 8.0
CCHF vOTU inh | -1.6 | 11.2 | 8.7 | 9.7 | 11.7 | -4.7
SARS 3CLpro inh | 0.6 | 0.8 | -4.6 | . | 0.9 | -4.3
MazEF act | -0.1 | 5.5 | -1.2 | 0.8 | 2.7 | 5.9
PrPC surface inh | 2.0 | -10.8 | -3.4 | 4.0 | 0.4 | -10.8
Rv3671c inh | -1.9 | 7.9 | 3.8 | 5.3 | -0.6 | -3.2

31) CCNC(=S)Nc1ccc(N2CCCCC2)cc1
32) COc1ccc(NC(=S)N(CCC(C)C)C(C)c2ccncc2)cc1 (stereo unspecified)
33) CCOC(=O)C1(C)NC(c2ccccc2F)C2C(=O)N(CC)C(=O)C21 (stereo unspecified)
34) CCOC(=O)c1cccc(C2=CC(=O)CC(C)(C)C2)c1
35) O=C(Cn1c(=O)oc2cc(S(=O)(=O)N3CCCC3)ccc21)NC1CCCCC1
36) CN1CC[C@]23c4ccccc4N[C@H]1[C@]21CCN(C)[C@H]3Nc2ccccc21

Assay by compound | 31 | 32 | 33 | 34 | 35 | 36
SSB-PriA inh | 13.0 | -4.3 | -3.5 | -9.3 | -13.0 | -11.4
VHR inh abs | 11.1 | 31.1 | -0.4 | . | -6.2 | .
Vc quorum ag | . | -2.0 | i | i | 0.0 | -0.4
TcdB GH inh | -34.8 | 0.6 | 0.4 | 1.4 | 2.5 | 0.8
Yp Topo-I inh | -1.7 | -2.3 | -0.7 | 9.0 | 0.5 | -1.0
CCHF vOTU inh | 3.5 | -3.5 | 2.0 | -2.5 | 5.6 | -5.1
SARS 3CLpro inh | -0.1 | -3.4 | 3.0 | . | 0.5 | .
MazEF act | 8.4 | 6.7 | 5.4 | 4.0 | -10.2 | -8.3
PrPC surface inh | -7.6 | 3.7 | 2.5 | -0.8 | -1.9 | -1.3
Rv3671c inh | -1.5 | -8.3 | -2.3 | -1.4 | -4.5 | 2.2

37) COc1ccc(S(=O)(=O)N2CCC(C(=O)N3CCc4ccccc4C3)CC2)cc1Cl
38) CC1CCN(C(=O)CN2C(=O)c3ccccc3S2(=O)=O)CC1
39) CCCn1c(SCc2ccccn2)nc2c1c(=O)n(C)c(=O)n2C
40) COc1cc(C=O)ccc1OCc1ccncc1
41) CCN(CC)S(=O)(=O)c1cccc(C(=O)N[C@H](C(=O)OCC(=O)Nc2ccccc2)C(C)C)c1
42) COc1cc(C(c2c(O)nc(SC)[nH]c2=O)c2c(O)nc(SC)[nH]c2=O)cc(OC)c1OC
43) CN(C)c1ccc(/C=N/NC(=O)C[n+]2ccccc2)cc1
44) Brc1ccc2ncnc(Nc3ccc(N4CCOCC4)cc3)c2c1

Assay by compound | 37 | 38 | 39 | 40 | 41 | 42 | 43 | 44
SSB-PriA inh | -2.7 | -9.2 | -8.0 | -6.4 | -1.9 | -3.2 | . | 19.4
VHR inh abs | 41.5 | 33.8 | 24.9 | -5.4 | 2.4 | 13.9 | . | 7.1
Vc quorum ag | i | 10.0 | i | 0.0 | 4.8 | -0.4 | -0.2 | -0.1
TcdB GH inh | -2.4 | . | . | -1.9 | . | 1.5 | 1.2 | .
Yp Topo-I inh | 7.4 | 0.3 | 0.0 | 4.7 | 15.3 | 0.3 | -2.3 | -12.5
CCHF vOTU inh | -11.9 | 8.9 | -10.1 | 2.7 | 11.9 | 4.5 | -4.7 | 8.6
SARS 3CLpro inh | 0.8 | 0.5 | 3.0 | -1.2 | -1.4 | -0.2 | . | -6.8
MazEF act | -6.4 | 8.1 | 4.4 | 3.7 | -3.6 | 7.0 | 1.2 | 17.5
PrPC surface inh | 6.2 | 0.0 | -0.1 | -0.6 | 5.4 | -3.5 | -4.8 | -5.0
Rv3671c inh | 6.5 | 4.6 | 0.3 | 11.0 | -1.2 | 4.1 | 2.8 | 7.6

Screens from PubChem.
